GPR151 activ = activates the human receptor GPR151; 650,000 compounds, 1% hits; PathHunter beta-arrestin GPR151 cells, luminescence; AID 1508602; activation, % at 11.2 µM; Q8TDV0; in the data active = activation above about 4.9%;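 also: 0% = median of compound wells and 100% = cells with positive control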
Target sequence (Q8TDV0 whole entry, looked up): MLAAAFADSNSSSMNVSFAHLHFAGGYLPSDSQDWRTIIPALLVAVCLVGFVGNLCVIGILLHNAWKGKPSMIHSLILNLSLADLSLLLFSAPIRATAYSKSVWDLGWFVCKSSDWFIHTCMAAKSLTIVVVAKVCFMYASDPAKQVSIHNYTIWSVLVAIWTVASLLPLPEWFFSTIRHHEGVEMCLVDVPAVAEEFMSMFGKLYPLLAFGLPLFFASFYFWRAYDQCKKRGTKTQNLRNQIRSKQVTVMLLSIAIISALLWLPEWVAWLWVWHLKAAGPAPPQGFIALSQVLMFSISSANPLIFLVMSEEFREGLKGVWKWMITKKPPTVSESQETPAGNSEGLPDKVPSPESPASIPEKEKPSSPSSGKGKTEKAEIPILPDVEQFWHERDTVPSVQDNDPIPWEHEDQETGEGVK
FBW7 activator = human FBW7 E3 ligase activation, primary screen. normalized activity (activation), % at 26.1 µM. 650,000 compounds, 0.13% hits. AlphaScreen FBW7–phospho-cyclin E peptide binding, activator screen. Q969H0. AID 1259310; in the data active = normalized activity above about 1.9%;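 also: purified mutant Fbw7 with reduced substrate affinity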
MITF primary = blocks human microphthalmia-associated transcription factor; O75030; inhibition, % at 2.6 µM; AlphaScreen MITF homodimerization, bead proximity signal; 650,000 compounds, 0.91% hits; in the data active = inhibition above about 50%;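 also: 0% = vehicle wells with protein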
Target sequence (O75030 whole entry, looked up): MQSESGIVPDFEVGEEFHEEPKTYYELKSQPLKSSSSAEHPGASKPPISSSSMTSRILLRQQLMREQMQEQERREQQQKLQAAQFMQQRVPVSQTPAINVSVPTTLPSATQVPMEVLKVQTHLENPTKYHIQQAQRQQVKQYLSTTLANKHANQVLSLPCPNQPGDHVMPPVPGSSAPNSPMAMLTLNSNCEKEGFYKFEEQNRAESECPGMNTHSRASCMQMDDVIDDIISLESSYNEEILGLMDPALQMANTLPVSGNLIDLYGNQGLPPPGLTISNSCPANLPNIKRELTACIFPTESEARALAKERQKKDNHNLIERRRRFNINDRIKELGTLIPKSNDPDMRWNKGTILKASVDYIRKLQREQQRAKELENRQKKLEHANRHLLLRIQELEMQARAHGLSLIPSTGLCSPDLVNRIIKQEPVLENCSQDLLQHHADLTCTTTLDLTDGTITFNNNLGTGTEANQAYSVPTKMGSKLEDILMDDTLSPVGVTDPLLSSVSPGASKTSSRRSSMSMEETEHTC
TEAD-YAP inh = TEAD-YAP interaction inhibition; HEK-TIYL cells, TEAD-Gal4/YAP UAS-luciferase luminescence; inhibition, % at 9.12 µM; 640,000 compounds, 1.4% hits; AID 1259422; in the data active = inhibition above about 32%;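 also: 0% = median of test compound wells and 100% = reference inhibitor wells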
* = called active by the depositor.

SMILES	GPR151 activ	FBW7 activator	MITF primary	TEAD-YAP inh
CCn1ccnc1CN1CCN(Cc2cccc(OC)c2)C(CCO)C1 (centres undefined)	18*	0.2	53*	-9
CSCCCn1c(=O)[nH]c(=O)c2c(N)c(C(=O)c3ccc(C(C)(C)C)cc3)sc21	-0.8	0.6	-4	0
CCCCOc1ccc2c(C)c(CCC(=O)O)c(=O)oc2c1	0.5	0.1	17	0
Cc1cccc(OCc2nc(-c3ccccc3)no2)c1	0.2	1.1	14	-36
CCN(CC(=O)NCCCO)S(=O)(=O)c1ccc2ccccc2c1	-0.3	0.0	3	0
COc1ccccc1OCC(=O)Nc1ccc(S(N)(=O)=O)cc1	-1.1	0.2	-9	-3
CCc1ccc2oc(-c3ccc(C)c(NC(=O)c4ccc(F)cc4)c3)nc2c1	1.7	0.0	-4	-4
CCOC(=O)N1CCc2c(sc(NCc3ccc(N(C)C)cc3)c2C(=O)Nc2ccc(OCC)cc2)C1	-0.4	-0.1	7	1
O=C(NCc1nc2ccccc2[nH]1)c1cccc(-c2csc3ccccc23)n1	-1.6	0.1	9	1
CCN(CC)c1nc(SC)nc(Cl)c1Cc1ccc(OC(C)C)cc1	4.3	0.1	4	16
Cc1cc(NC(=O)c2ccccc2N(C)S(C)(=O)=O)ccc1Br	-0.8	-0.1	0	1
COc1ccc(C)cc1Nc1nc(N)c2ccccc2n1	-0.7	0.0	-7	-6
CCOC(=O)c1c(C(F)(F)F)nc2n1CCN(C(=O)c1cc(C(C)(C)C)[nH]n1)C2	-1.1	-0.1	-1	-15
N/C(=N\OC(=O)c1ccc2c(c1)OCO2)c1cccc(Br)c1	-1.6	0.3	22	-23
Clc1cccc(CNc2ccc3nnc(-c4ccccc4)n3n2)c1	-0.7	0.2	13	-2
CSc1nc2c(cc1C#N)CCCCC2	-0.5	0.1	-9	2
O=C(CSc1nc2cc3c(cc2c(=O)n1CCC(=O)N1CCN(c2ccccc2)CC1)OCO3)c1ccc(Cl)cc1	-1.3	0.0	-12	-9
CCOC(=O)c1nnsc1S(=O)(=O)c1ccccc1	-0.9	0.1	3	29
COc1ccc(-c2csc(N(CCCN(C)C)C(C)=O)n2)cc1	0.2	-0.1	11	1
O=C(N/C(=C/c1ccc2c(c1)OCO2)C(=O)N1CCCC1C(=O)O)c1ccccc1 (centres undefined)	2.0	-0.1	3	2
NC(=S)c1ccccc1NC(=O)c1ccco1	2.3	0.3	4	-1
CC12CC(NC(=O)N1Cc1ccccc1)c1ccccc1O2 (centres undefined)	-1.3	-0.1	-3	-18
C=CCOc1ccc(C2C(C(=O)OCC)=C(C)N=c3s/c(=C/c4ccccc4O)c(=O)n32)cc1OCC (centres undefined)	1.4	-0.1	3	-1
CCn1c(=O)c(C(=O)Nc2ccccc2C)c(O)c2ccccc21	-1.8	-0.2	11	-3
Oc1ccc(CCNc2nc(-c3cccs3)nc3c2ncn3Cc2ccc(C(F)(F)F)cc2)cc1	-0.9	0.4	13	1

Taken from above:
CSCCCn1c(=O)[nH]c(=O)c2c(N)c(C(=O)c3ccc(C(C)(C)C)cc3)sc21 in TEAD-YAP inh reads 0
CCCCOc1ccc2c(C)c(CCC(=O)O)c(=O)oc2c1 in MITF primary reads 17
CCOC(=O)c1nnsc1S(=O)(=O)c1ccccc1 in FBW7 activator reads 0.1
CCN(CC(=O)NCCCO)S(=O)(=O)c1ccc2ccccc2c1 in MITF primary reads 3
CCOC(=O)c1c(C(F)(F)F)nc2n1CCN(C(=O)c1cc(C(C)(C)C)[nH]n1)C2 in FBW7 activator reads -0.1
COc1ccc(C)cc1Nc1nc(N)c2ccccc2n1 in GPR151 activ reads -0.7

(listing goes on)
SMILES	GPR151 activ	FBW7 activator	MITF primary	TEAD-YAP inh
Cc1ccc(NC2OC(CO)C(O)C(O)C2O)cc1NC1OC(CO)C(O)C(O)C1O (centres undefined)	0.7	-0.2	-1	-2
CCCCn1c(C)c(C)n2c3c(=O)n(CC(C)=O)c(=O)n(C)c3nc12	0.3	0.0	3	3
Cc1cc(C(F)(F)F)c2c(N)nn(C(=O)CN3C(=O)C(C)Oc4ccccc43)c2n1 (centres undefined)	0.1	-0.1	15	1
Cc1c(CN2CCC(C)CC2)c(=O)n(-c2ccccc2)n1C	0.7	0.1	15	3
COc1ccc(C(=O)OCCN(C2=NS(=O)(=O)c3ccccc32)c2ccccc2Cl)cc1OC	1.0	0.1	-2	-8
Nc1nc(N2CCOCC2)nc2c1ncn2C1CCCCC1	-0.3	-0.2	4	-5
O=c1[nH]ccc2c(OCc3ccccn3)cccc12	-0.5	-0.5	-2	-12
CC1=C([N+](=O)[O-])C(c2ccccc2Cl)N(C)C(=O)N1C (centres undefined)	1.1	0.0	-7	-1
COc1ccc(C(=O)N/C(=C\c2ccc([N+](=O)[O-])cc2)C(=O)Nc2ccc(C)cc2)cc1Br	-0.3	0.2	1	9
O=C(Cc1ccc(N2CCC(N3CCSCC3)CC2)cc1)NCCc1cccc(F)c1	1.0	-0.1	8	12
Cc1nn2c(NCCO)c3c(nc2c1-c1cccs1)CCCC3	0.2	0.1	-11	11
CCN(CC)C(=O)c1sc(NC(=O)c2cccnc2)c(C(=O)OC(C)C)c1C	-0.5	0.4	23	-4
COc1ccc(Cn2c(=S)[nH]c3cc(C(=O)N(C)Cc4ccccc4)ccc3c2=O)cc1	-1.7	0.0	0	7
COc1ccccc1N(CN1CCCC1=O)C(=O)c1cccc(Cl)c1	0.9	-0.4	-12	-8
CCN(CC)CCNc1nc2c(c(=O)[nH]c(=O)n2C)n1CC(O)COc1ccc(Cl)cc1Cl (centres undefined)	0.0	0.0	1	7
CCOC(=O)c1c(NC(=O)c2cc([N+](=O)[O-])ccc2Cl)sc(C)c1C	-0.8	-0.3	-10	10
O=[N+]([O-])c1cc(S(=O)(=O)N2CCCC2)ccc1SCCO	0.4	0.1	-4	2
CCCCn1c(CNC(=O)c2cccc(F)c2)nnc1SC(C)C(=O)Nc1sc2c(c1C(=O)OCC)CCC2 (centres undefined)	2.0	-0.1	-1	2
CCOC(=O)C1(CCOc2ccccc2)CCN(Cc2cn(CC)nc2C)CC1	2.3	0.1	2	15
CCCOc1ccc(/C=C2\C(=O)N(c3ccc(OC)cc3)C(C)=C2C(=O)OCC)cc1OCC	0.8	0.1	3	-1
CC(Oc1ccccc1Br)C(=O)NN (centres undefined)	0.2	-0.3	-3	-4
COc1ccc(C2(C(=O)O)CCCC2)cc1	0.6	-0.1	9	6
O=C(CCN1C(=O)c2cccc([N+](=O)[O-])c2C1=O)Nc1ccc(Br)cc1	0.0	-0.2	-10	-8
O=c1c(Nc2ccccc2F)c(-c2ccc(Cl)cc2)c1=O	0.4	0.2	4	24
CC1CN(C(=O)c2ccccc2)OC(c2ccc3c(c2)OCO3)O1 (centres undefined)	-0.8	-0.1	6	-1
Further entries
SMILES	GPR151 activ	FBW7 activator	MITF primary	TEAD-YAP inh
Cc1cccc(C(=O)Nc2ccc(I)cc2)c1[N+](=O)[O-]	-0.3	-0.1	12	-59
O=C1CCCN1c1cccc(NS(=O)(=O)c2ccc3c(c2)OCCO3)c1	2.7	0.0	5	-2
O=C(CSc1ccccn1)NC1CCCC1	-0.5	0.0	5	19
Cc1cc(=O)[nH]c(N2CCc3ccccc3C2)n1	-1.3	0.0	18	5
CCCCNC(=S)NNC(=O)c1ccc2c(c1)OCO2	1.7	0.0	7	1
O=C(O)c1cc(NC(=O)c2cccc(N3C(=O)c4ccccc4C3=O)c2)cc(C(=O)O)c1	-0.7	0.4	4	4
CCOc1ccc(S(=O)(=O)Nc2ccccc2Br)cc1C	-0.4	0.7	2	16
Cc1ccnc(NS(=O)(=O)c2ccc(NC(=O)CN3C(=O)CCC3=O)cc2)n1	-1.0	0.0	13	-15
COc1ccccc1C(=O)Nc1ncc(S(=O)(=O)c2ccc([N+](=O)[O-])cc2)s1	1.7	-0.2	-7	9
Cc1ncn(-c2ccc(Nc3ncc4cccc(-c5ccnn5C)c4n3)cc2)n1	0.9	0.0	7	6
Cc1cc(N2CCN(C)CC2)ccc1NC(=O)CNC(=O)C12CC3CC(CC(C3)C1)C2	0.0	0.1	6	4
COc1ccc(OCC(=O)NCCC23CC4CC(CC(C4)C2)C3)cc1	-0.6	0.0	10	4
Clc1cccc(N2CCN(Cc3nnc(-c4ccccc4)o3)CC2)c1	-0.8	-0.1	3	16
COc1cc2c(cc1OC)C(COc1ccc([N+](=O)[O-])cc1)N(C(=O)C(C)Oc1ccccc1)CC2 (centres undefined)	1.3	-0.1	1	-10
C[C@@H](N)C(=O)N1CCC(C(=O)Nc2ccc3[nH]ncc3c2)C1 (some centres undefined)	0.6	0.1	9	1
O=[N+]([O-])/C(C(Cl)=C(Cl)Cl)=C(\N1CCCCCC1)n1cncn1	-1.1	0.1	-22	-6
Cc1ccc(C(=O)COC(=O)c2ccc(NC(=O)c3ccccc3)cc2)cc1[N+](=O)[O-]	-1.1	0.0	15	-9
COc1ccc(S(=O)(=O)CCC(=O)Nc2nc3ccc(C)cc3s2)cc1	-1.0	0.3	16	-1
O=C(O)c1cccc(COc2ccccc2Br)c1	-10	0.2	-4	65*
CC(C)OCCCNC(=O)CCc1nnc(Cc2cccc(C(F)(F)F)c2)o1	-1.2	-0.1	0	-19
CC(NC(=O)CCl)C1COc2ccccc2O1 (centres undefined)	0.3	-0.4	1	37*
O=C(NCC1(c2ccccc2)CCCC1)C1CCCN(S(=O)(=O)c2cnc[nH]2)C1 (centres undefined)	0.5	0.0	8	4
CCCCCOC(=O)C1=C(C)NC2=C(C(=O)CC(C)(C)C2)C1c1cc(Br)c(O)c(OCC)c1 (centres undefined)	1.6	-0.2	2	-2
Cc1ccc(-c2nnc(CSc3nncn3N)o2)cc1	1.4	-0.2	-2	4
Nc1cccc2c1C(=O)N(c1ccccc1O)C2=O	-1.3	0.3	9	5
Following part:
SMILES	GPR151 activ	FBW7 activator	MITF primary	TEAD-YAP inh
CCc1nc2sccn2c(=O)c1C(=O)NCCCOC	-1.3	0.4	10	2
CC(=O)c1cccc(-c2ncc(C)c(N)n2)c1	0.0	0.0	1	-25
COc1ccc2c(c1)cc(CNc1ccc(OC)c(OC)c1)c(=O)n2CC(=O)Nc1ccc(C)cc1	0.1	0.2	24	6
CN1CCN(c2nc(NCc3ccccc3)c3ccccc3n2)CC1	1.5	0.3	-10	-2
Cc1ccc(N2C(=O)CSC2c2cccc(Br)c2)cc1 (centres undefined)	0.6	0.0	9	-13
CCCCCNc1nc(C(C)C)c2c(c1C#N)CC(C)(C)OC2	-0.3	0.0	-3	-13
O=C(Nc1nc(-c2ccccn2)cs1)c1ccc(N2C(=O)CCC2=O)cc1	-0.9	-0.4	32	-6
O=C(Cc1ccccc1)NC1(C(=O)Nc2cccc(Cl)c2)CCCCC1	-1.5	0.5	19	7
CCN(CC)C(=O)COc1ccc2c(C)c(CC(=O)OC)c(=O)oc2c1	0.2	-0.1	-9	-9
O=C(CC1C(=O)NCCN1Cc1ccc(F)cc1)NCCc1cscn1 (centres undefined)	-1.2	0.0	4	0
COc1cc(/C=C/c2nc3ccc([N+](=O)[O-])cc3s2)ccc1OCC(=O)O	0.2	0.6	-4	0
CCOc1ccccc1N/C=C/C(=O)C(C)(C)C	-1.9	1.4	10	-9
COCCN(C(=O)CCc1nnc(CCc2ccccc2OC)o1)C(C)C	0.9	0.0	0	-11
O=c1[nH]c2ccc(Cl)cc2c(-c2ccccc2)c1CN1CCCCC1	1.1	-0.2	8	9
CCOC(=O)c1ccccc1NC(=O)/C(C#N)=C/c1ccccc1OC(C)C	4.9	0.0	4	-10
CCOC(=O)C1=C(C)N=c2s/c(=C\c3cccs3)c(=O)n2C1c1cc(OC)ccc1OC (centres undefined)	0.1	-0.1	3	8
CCN(CC)c1ncnc2sc(C(=O)Nc3ccccc3F)c(C)c12	-0.3	0.0	1	-2
[O-][n+]1onc2cc(Cl)c(Cl)cc21	1.7	0.1	3	-40
C=C(C)[C@@H]1CC=C(CN2CCc3nnc(CNC(=O)c4ccccc4OC)n3CC2)CC1	0.2	0.2	7	4
CCOc1ccc(-c2cccc(NC(=O)c3cccc(F)c3)c2)nn1	0.2	0.2	8	4
COc1c(S(=O)(=O)NCC23CC4CC(CC(C4)C2)C3)ccc(Cl)c1Cl	-0.4	-0.1	-11	-1
CC1CCc2nn(CC(=O)NCc3ccc(F)cc3)cc2C1 (centres undefined)	0.1	0.5	-18	-10
N#Cc1c(-n2ncnc2-c2cccc(Br)c2)sc2c1CCCCC2	-0.5	0.1	-1	8
CCOc1ccc(-n2c(SCC(=O)O)nc3c(sc(=S)n3-c3ccc(Cl)c(C)c3)c2=O)cc1	0.3	0.3	0	-9
CCN(CC)S(=O)(=O)c1ccc(-c2nnc(SCC(N)=O)o2)cc1	-0.5	-0.1	1	-9
CCN(CC)C(=O)C1CCCN(c2cc(NCCCN3CCCC3=O)nc(N)n2)C1 (centres undefined)	0.8	-0.1	6	-1
CC(=O)NCCn1c(SCc2cc(F)ccc2F)nc2ccccc2c1=O	2.9	-0.1	11	9

Some of these compounds in order of molecular weight, descending:
SMILES	GPR151 activ	FBW7 activator	MITF primary	TEAD-YAP inh
CSCCCn1c(=O)[nH]c(=O)c2c(N)c(C(=O)c3ccc(C(C)(C)C)cc3)sc21	-0.8	0.6	-4	0
CCN(CC)C(=O)COc1ccc2c(C)c(CC(=O)OC)c(=O)oc2c1	0.2	-0.1	-9	-9
CCn1ccnc1CN1CCN(Cc2cccc(OC)c2)C(CCO)C1 (centres undefined)	18*	0.2	53*	-9

High-throughput results (PubChem BioAssay)
